# Bioassay records from PubChem.
# H37Rv inhibition: M. tuberculosis growth inhibition, HTS (AID 449762); M. tuberculosis H37Rv growth inhibition, 7H9 media; higher % means a stronger effect; inhibition, % at 25 µM, or IC50 in µM where a hit was titrated; hit rate 0.59% among 330,000; in the data active means a potency from the dose series; inconclusive means inhibition above about 70% without an active follow-up result;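 further: bacterial growth assessed after seven days of incubation; strong numbers were not always called active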
# PhoP GFP inhibition: PhoP regulon inhibitors, Salmonella typhi PhoP promoter GFP reporter, confirmatory (AID 1850) | Salmonella Typhi PhoP-promoter GFP reporter, fluorescence, 4 h; higher % means a stronger effect | inhibition, % at 50 µM; hits with a dose series show IC50 in µM | hit rate 0.33% among 310,000; in the data active means a potency from the dose series; inconclusive means inhibition mostly from about 25% at the one dose, without a potency; inactive means the rest, 99 in 100 with inhibition below about 19%;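 further: 0% = induced wells with vehicle and 100% = uninduced wells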
# tuberculosis growth: growth inhibition of non-replicating M. tuberculosis (AID 488890). one-dose inhibition, % at 25 µM; IC50 in µM for titrated hits. Mycobacterium tuberculosis non-replicating, growth inhibition; higher % means a stronger effect. hit rate 0.39% among 320,000; in the data active means a potency from the dose series; inconclusive means inhibition mostly from about 82% at the one dose, without a potency; inactive means the rest, 99 in 100 with inhibition below about 76%;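 further: plate controls were DMSO cells for no effect and high antibiotic wells for full effect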
# VEEV TC-83 Vero: inhibitors of VEEV TC-83 cytopathic effect, confirmation, Vero cells (AID 588727) | Vero cells, VEEV TC-83 cytopathic effect inhibition; higher % means a stronger effect | hit rate 0.13% among 350,000 | inhibition, % at 20 µM; hits with a dose series show IC50 in µM; in the data active means a potency from the dose series; inconclusive means inhibition mostly from about 14% at the one dose, without a potency; inactive means the rest, 99 in 100 with inhibition below about 12%; further: strong numbers were not always called active
# influenza NS1A: H1N1 influenza NS1A inhibitors, functional cell based assay (AID 504329) | NS1A functional cell-based assay, percent inhibition; higher % means a stronger effect | inhibition, % at 12.5 µM, or IC50 in µM where a hit was titrated | hit rate 0.3% among 340,000; in the data active means a potency from the dose series; inconclusive means inhibition above about 27% without an active follow-up result; further: strong numbers were not always called active
# Starred values were filed as active, the others as inactive; i = inactive; ? = inconclusive; . = no result given.
1	N=c1ccn(Cc2ccccc2Cl)cc1
2	CCOC(=O)C(=O)Nc1ccc(OC)c(Cl)c1
3	COC(=O)C(O)(NC(=O)c1ccncc1)C(F)(F)F (stereo not given)
4	CCc1nnc(NC(=O)CN2CCN(C3CCCCC3)CC2)s1
5	COc1ccc(S(=O)(=O)N2CCc3ccccc32)cc1C(=O)NCc1ccco1
6	CCOC(CCNC(=O)CCC(=O)Nc1ccc2nc(N3CCN(C)CC3)cc(C)c2c1)OCC

assay / compound	1	2	3	4	5	6
H37Rv inhibition	-2%	34%	3%	-3%	.	7%
PhoP GFP inhibition	-6%	7%	6%	-6%	.	10%
tuberculosis growth	-5%	1%	2%	1%	.	-7%
VEEV TC-83 Vero	i	0.6%	0.8%	i	2.1%	0.4%
influenza NS1A	-3%	12%	-13%	5%	-2%	2%

7	CC(=O)Nc1ccc(Sc2ncccc2C(=O)Nc2ccc(F)cc2)cn1
8	COC(=O)N1N=C(c2ccccc2)CC1(O)C(F)(F)F (stereo not given)
9	Cn1c(CNC(=O)Nc2cccc(Cl)c2)nnc1SCc1ccccc1
10	COc1cc2[nH]c(=O)n(-c3cccc(Cl)c3)c(=O)c2cc1OC
11	O=C(Nc1ccc(Oc2ccccc2)nc1)C1CCN(Cc2ccccc2)CC1
12	NC(=O)CN1C(=O)C(O)(CC(=O)/C=C\C=C\c2ccccc2)c2ccccc21 (stereo not given)

assay / compound	7	8	9	10	11	12
H37Rv inhibition	4%	-2%	-9%	-1%	0%	-1%
PhoP GFP inhibition	4%	-1%	-4%	4%	-13%	9%
tuberculosis growth	-14%	-10%	2%	-10%	2%	29%
VEEV TC-83 Vero	0.3%	0.7%	1.8%	1.1%	i	2.1%
influenza NS1A	-11%	-9%	-2%	7%	-3%	1%

13	Cc1ccccc1OCCn1cc(C(=O)C(=O)N2CCOCC2)c2ccccc21
14	COc1ccc(-c2cc(C(=O)Nc3cc(C)nn3-c3ccccc3)no2)cc1OC
15	CCc1ccccc1NC(=O)Cn1nc(C)n2cccc2c1=O
16	COc1cccc(C(=O)Nc2c(C(N)=O)oc3ccccc23)c1
17	CN(C)c1ccc(/C=C/c2ccc3ccccc3[n+]2C)cc1
18	O=C(NNC(=O)c1ccc(SCC2CCCO2)c([N+](=O)[O-])c1)c1ccc(F)cc1 (stereo not given)

assay / compound	13	14	15	16	17	18
H37Rv inhibition	3%	1%	-4%	-4%	66%	-9%
PhoP GFP inhibition	3%	-5%	-4%	.	19µM*	-4%
tuberculosis growth	20%	4%	-3%	.	?	0%
VEEV TC-83 Vero	2.3%	0.9%	2.2%	7.4%	i	4.6%
influenza NS1A	-11%	-10%	-2%	10%	14µM*	-9%

# Reformatted as labelled records: 4 of the compounds above.
3	COC(=O)C(O)(NC(=O)c1ccncc1)C(F)(F)F (stereo not given)
  H37Rv inhibition = 3%
  PhoP GFP inhibition = 6%
  tuberculosis growth = 2%
  VEEV TC-83 Vero = 0.8%
  influenza NS1A = -13%
7	CC(=O)Nc1ccc(Sc2ncccc2C(=O)Nc2ccc(F)cc2)cn1
  H37Rv inhibition = 4%
  PhoP GFP inhibition = 4%
  tuberculosis growth = -14%
  VEEV TC-83 Vero = 0.3%
  influenza NS1A = -11%
8	COC(=O)N1N=C(c2ccccc2)CC1(O)C(F)(F)F (stereo not given)
  H37Rv inhibition = -2%
  PhoP GFP inhibition = -1%
  tuberculosis growth = -10%
  VEEV TC-83 Vero = 0.7%
  influenza NS1A = -9%
13	Cc1ccccc1OCCn1cc(C(=O)C(=O)N2CCOCC2)c2ccccc21
  H37Rv inhibition = 3%
  PhoP GFP inhibition = 3%
  tuberculosis growth = 20%
  VEEV TC-83 Vero = 2.3%
  influenza NS1A = -11%

# (continued)
19	O=C(Nc1ccncc1)c1ccc(Cl)c(S(=O)(=O)N2CCc3ccccc32)c1
20	CCOc1ccccc1NC(=O)CN1c2cccc3cccc(c23)S1(=O)=O
21	O=C(CN1C(=O)c2ccccc2S1(=O)=O)Nc1ccc(S(=O)(=O)N2CCCCC2)cc1
22	COc1ccc(C2=NS(=O)(=O)N(C)C(C(=O)Nc3ccc(C)cc3)=C2)cc1
23	COc1cc(OC)c(OC)cc1C#N
24	O=C(N/N=C/c1cccs1)c1ccc(NC(=O)c2ccccc2Cl)cc1

assay / compound	19	20	21	22	23	24
H37Rv inhibition	?	7%	-3%	-3%	3%	2%
PhoP GFP inhibition	0%	.	16%	-4%	-6%	-1%
tuberculosis growth	26%	17%	-4%	-17%	5%	52%
VEEV TC-83 Vero	5.4%	0.1%	0.9%	i	0.0%	4.2%
influenza NS1A	13%	-12%	-7%	12%	5%	0%

25	CCOC(=O)c1c(NC(=O)CSc2nc3ccc(C)cc3[nH]2)sc2c1CC(C)(C)NC2(C)C
26	C#CCOCCOCCOCCNc1nc(N2CCN(C(=O)C([C@@H](C)O)n3cc([C@@H](N)CCCCN)nn3)CC2)nc(N2CCN(C(=O)[C@H](CC(N)=O)n3cc([C@@H](N)C(C)C)nn3)CC2)n1 (stereo not given in full)
27	COc1ccc(CNC(=O)C2CCN(S(=O)(=O)c3ccc4nc5c(c(C(=O)O)c4c3)CC(C)CC5)CC2)cc1 (stereo not given)
28	Cc1ccc(N=Cc2nc(/C=C/c3cccc([N+](=O)[O-])c3)oc2O)cc1
29	O=C(Oc1c(-c2ccccc2)c(=O)n2c3c(cccc13)CC2)c1cccc([N+](=O)[O-])c1
30	CCc1nc2oc3ccccc3c(=O)c2c(=O)n1-c1ccc(C)cc1

assay / compound	25	26	27	28	29	30
H37Rv inhibition	?	-3%	-4%	-4%	33%	2%
PhoP GFP inhibition	8%	.	3%	-8%	-2%	2%
tuberculosis growth	?	31%	-3%	6%	-19%	8%
VEEV TC-83 Vero	i	1.0%	1.0%	2.2%	7.8%	7.0%
influenza NS1A	6%	1%	2%	8%	.	.

31	Cc1csc(NC(=O)C2CCN(S(=O)(=O)c3ccc4c(c3)oc(=O)n4C)CC2)n1
32	COc1ccc(-c2cc(C(F)(F)F)n3nc(C(=O)N4CCCC4)cc3n2)cc1
33	O=C(NC12CC3CC(CC(C3)C1)C2)c1cc2nc(-c3ccco3)cc(C(F)(F)F)n2n1
34	CN(CCc1ccccc1)C(=O)c1ccc(NC(=O)Cc2ccc(NC(=O)C3CCCN(C(=O)C4CCCC4)C3)cc2)cc1 (stereo not given)
35	Cc1ccc(C2=NN(C(=O)CCCC(=O)O)C(c3ccc4c(c3)OCO4)C2)cc1 (stereo not given)
36	CCC1CCCCN1C(=O)c1nn2cccnc2c1Cl (stereo not given)

assay / compound	31	32	33	34	35	36
H37Rv inhibition	-5%	-3%	?	.	4%	-2%
PhoP GFP inhibition	11%	-1%	5%	.	4%	5%
tuberculosis growth	.	-12%	47%	.	2%	-5%
VEEV TC-83 Vero	4.4%	8.4%	10%	0.9%	0.1%	i
influenza NS1A	-4%	-2%	1%	-6%	-6%	-17%

37	CCN(CC)CCN(Cc1cc2cc3c(cc2[nH]c1=O)OCO3)C(=S)NCCCN(C)C
38	CC(=O)c1ccc(NC(=O)COc2ccccc2C(=O)Nc2ccc(C)cn2)cc1
39	O=C(NNS(=O)(=O)c1ccc(Cl)cc1)c1cc(-c2ccccc2)nc2ccccc12
40	O=C(c1cc(-c2ccc3c(c2)OCO3)on1)N1CCN(c2ccccc2)CC1
41	CC(=O)c1ccc(OCC(=O)N2CCCC2c2ccc3c(c2)OCCCO3)cc1 (stereo not given)
42	COc1ccc(C2C(C#N)=C(N)Oc3n[nH]c(C)c32)cc1Cn1nc(C)c([N+](=O)[O-])c1C (stereo not given)

assay / compound	37	38	39	40	41	42
H37Rv inhibition	-11%	-3%	3%	-4%	-12%	4%
PhoP GFP inhibition	-11%	6%	-6%	-11%	.	-3%
tuberculosis growth	0%	7%	6%	25%	9%	10%
VEEV TC-83 Vero	i	0.1%	2.6%	1.4%	11%	2.1%
influenza NS1A	-17%	-1%	-7%	-5%	9%	5%

43	COc1ccc(Sc2ccc(-c3nc4cnccn4c3NC3CCCCC3)cc2OC)cc1
44	O=C(Nc1cccc(O)c1)c1ccc2c(c1)C(=O)N(Cc1ccco1)C2=O
45	Nn1c(SCC(=O)NCCC2=CCCCC2)nnc1C1CCCCC1
46	CC(=O)Nc1ccc(NC(=O)C(C)OC(=O)c2ccc3c(c2)OCCO3)cc1 (stereo not given)
47	CC(C)n1c(=O)c(C=Nc2ccc(Br)cc2)c(O)n(Cc2ccco2)c1=O
48	CCOc1ccc(N(CC(=O)NCCSCc2ccco2)S(=O)(=O)c2ccc(C)cc2)cc1

assay / compound	43	44	45	46	47	48
H37Rv inhibition	-4%	-3%	10%	-5%	9%	-2%
PhoP GFP inhibition	.	-3%	-5%	6%	0%	-6%
tuberculosis growth	1%	-9%	20%	0%	27%	-2%
VEEV TC-83 Vero	?	0.1%	0.1%	0.7%	0.4%	0.9%
influenza NS1A	-3%	0%	9%	-3%	7%	-9%

# A few values from the results shown:
# Under H37Rv inhibition, COc1ccc(Sc2ccc(-c3nc4cnccn4c3NC3CCCCC3)cc2OC)cc1 is entered as -4%
# Under influenza NS1A, Nn1c(SCC(=O)NCCC2=CCCCC2)nnc1C1CCCCC1 is entered as 9%

# (cont.)
49	Cc1cc(C)n2nc(SCC(=O)N3CCCCC3C)nc2n1 (stereo not given)
50	O=c1cn[nH]c2ccccc12
51	Cc1sc2nc(SCC(=O)N3CCCCC3)[nH]c(=O)c2c1C
52	C/C=C\C(=O)Nc1cccc(C2=NOC3(C2)C[C@H](C(N)=O)N(C(=O)[C@H]2CCC(=O)N2)C3)c1 (stereo not given in full)
53	Cc1cccc(-n2ncc3c(N4CCCC4)ncnc32)c1
54	COc1cc(C2C(C#N)=C(N)OC3=C2C(=O)CC(C)(C)C3)cc2c1OCO2 (stereo not given)

assay / compound	49	50	51	52	53	54
H37Rv inhibition	-9%	0%	0%	4%	12%	8%
PhoP GFP inhibition	.	10%	-4%	-8%	5%	-4%
tuberculosis growth	-9%	-2%	4%	7%	14%	75%
VEEV TC-83 Vero	1.5%	0.6%	0.6%	.	1.2%	i
influenza NS1A	-5%	-6%	-8%	.	-4%	0%

55	CC(C)C(=O)N1CCN(c2ccc(NC(=O)c3cccs3)cc2)CC1
56	CCn1c(SCc2ccc(C(=O)O)cc2)nnc1-c1ccc(Cl)cc1
57	O=C(O)COc1ccc(Oc2ccccc2)cc1
58	Cc1ccc(-c2nnc(SCC(=O)Nc3cccnc3Cl)n2N)cc1
59	COc1cc(/C=C(\C#N)c2ccccn2)ccc1OCC(=O)Nc1cccc(C(F)(F)F)c1
60	O=C(CN1C(=O)NC(c2ccc(F)cc2)C1=O)Nc1ccc2c(c1)OCCO2 (stereo not given)

assay / compound	55	56	57	58	59	60
H37Rv inhibition	-6%	0%	-3%	8%	4%	-6%
PhoP GFP inhibition	5%	-1%	-6%	.	-6%	.
tuberculosis growth	-3%	2%	38%	23%	9%	8%
VEEV TC-83 Vero	1.7%	0.8%	3.1%	0.8%	i	1.4%
influenza NS1A	6%	-6%	-10%	-8%	10%	3%

61	Cc1nn(CCC(N)=S)c2nc(-c3cccs3)cc(C(F)(F)F)c12
62	O=C(NC1CCCC1)C(c1ccc(Cl)cc1)N1CCOCC1 (stereo not given)
63	Cc1ccc(/C=C/C(=O)Nc2sc3c(c2C#N)CCCC3)o1
64	O=C1CCCCN1CCCC(=O)N1CCCC(Nc2ccc(F)cc2)C1 (stereo not given)
65	Cc1ccc(C(=O)C2=C(O)C(=O)N(Cc3ccco3)C2c2cccc(Cl)c2)o1 (stereo not given)
66	O=C1CC(N2CCC(c3nc4ccccc4o3)CC2)C(=O)N1 (stereo not given)

assay / compound	61	62	63	64	65	66
H37Rv inhibition	11%	-4%	0%	1%	5%	-12%
PhoP GFP inhibition	-4%	2%	-5%	-1%	-10%	6%
tuberculosis growth	12%	.	19%	-4%	49%	i
VEEV TC-83 Vero	4.8%	0.9%	i	0.8%	1.6%	0.1%
influenza NS1A	11%	7%	-14%	6%	-8%	-8%

67	CC(=O)c1ccc(S(=O)(=O)N2CCN(CC(=O)Nc3ccnn3C3CCCC3)CC2)cc1
68	COc1cc(C2=NOC(C(=O)Nc3ccc(C)cc3)C2)cc(OC)c1OC (stereo not given)
69	Cc1nn(CC(=O)NCCC2=CCCCC2)c(C)c1S(=O)(=O)N(C)C
70	CCS(=O)(=O)NCc1cn2ccsc2n1
71	Cc1cccc(N2CC(C(=O)Nc3ccc4c(c3)OCO4)CC2=O)c1C (stereo not given)

assay / compound	67	68	69	70	71
H37Rv inhibition	.	-6%	2%	5%	-8%
PhoP GFP inhibition	.	-10%	.	7%	-9%
tuberculosis growth	.	11%	6%	-13%	-3%
VEEV TC-83 Vero	i	i	2.1%	0.0%	6.7%
influenza NS1A	-5%	4%	-12%	-5%	-7%
